Source: PubChem (several laboratories)
MEKK2 mut-MEK5 – signal of MEK5 binding to mutant human MEKK2 PB1 domain | percent response, % at 10 µM | AID 1530 | bead flow cytometry, Alexa488-MEK5 binding to MEKK2 mutant | 0.35% of 290,000 active; in the data active means percent response above about 24%, passing the limit was not always enough; further: inactives centre near 1; some results filed as inactive read as strong as hits; reference of the scale not given here
V1aR counter – V1a receptor agonism, counter-screen for OXTR agonists. AID 2797. 0.25% of 320,000 active. activation, % at 3 µM. CHO-V1R cells, Fluo-8 calcium fluorescence, agonist mode; 0% DMSO, 100% 3 nM vasopressin;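 active means activation above the mean activation of all tested compounds plus 3 SD, per screening run, cut at about 20% in these data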;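 further: signal is peak over basal fluorescence ratio across a 100 second FLIPR read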
Target sequence (P37288 whole entry, looked up): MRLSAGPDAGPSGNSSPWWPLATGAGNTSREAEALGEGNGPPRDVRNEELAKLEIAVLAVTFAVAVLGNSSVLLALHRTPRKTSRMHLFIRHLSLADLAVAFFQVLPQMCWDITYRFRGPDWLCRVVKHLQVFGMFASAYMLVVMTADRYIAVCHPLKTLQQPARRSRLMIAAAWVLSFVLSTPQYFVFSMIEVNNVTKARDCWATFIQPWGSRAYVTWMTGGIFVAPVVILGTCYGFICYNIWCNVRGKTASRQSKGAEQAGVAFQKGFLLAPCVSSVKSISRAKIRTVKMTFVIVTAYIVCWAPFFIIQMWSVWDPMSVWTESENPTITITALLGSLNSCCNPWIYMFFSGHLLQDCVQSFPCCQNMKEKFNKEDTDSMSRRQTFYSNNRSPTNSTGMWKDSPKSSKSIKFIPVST
OXTR agonist – activates the human oxytocin receptor | 0.32% of 320,000 active | P30559 | CHO-OTR cells, Fluo-8 calcium fluorescence; normalized: DMSO 0%, oxytocin 100% | activation, % at 3 µM | AID 2435;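 active means activation above the mean of all tested compounds plus 3 SD, cutoff set per screening run, cut at about 20% in these data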;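 further: peak over basal fluorescence ratio from a 100 s FLIPR kinetic read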
MEKK2 WT-MEK5 – raises or lowers MEK5 binding to wildtype human MEKK2 PB1 domain | bead flow cytometry, Alexa488-MEK5 binding to MEKK2 WT; actives lie on both sides | binding response (% of control), % at 10 µM | 1.1% of 290,000 active | AID 1531; in the data active means binding response below about 67% or above about 130%
NALP1 inh – inhibitors of NALP1 inflammasome in yeast; AID 2071; 0.61% of 280,000 active; S. cerevisiae NALP1/ASC/caspase-1 growth, X-gal OD620, 72 h; inhibition, % at 10 µM; in the data active means inhibition mostly above about 24%, no sharp cut-off; inactive means mostly below about 32%; further: some compounds called inactive have numbers as strong as hits
MEKK3 PB1 HTS – raises or lowers MEK5 binding to the human MEKK3 PB1 domain; Q99759; bead-based flow cytometry, Alexa488-MEK5 binding to MEKK3; actives lie on both sides; 0 = blocked by unlabeled MEK5, 100 = vehicle; binding response (% of control), % at 10 µM; 1.4% of 290,000 active;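 active means binding response more than 3 SD above or below the average of its plate-row segment, actives on both sides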;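 further: Alexa488 bead fluorescence after subtracting the streptavidin-only scavenger bead signal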
PHOSPHO1 block – blocks human PHOSPHO1 phosphatase activity. recombinant PHOSPHO1, absorbance phosphatase assay. Q8TCT1. inhibition, % at 13.3 µM. 1.1% of 290,000 active. AID 1565; in the data active means inhibition above about 60%
Target sequence (Q8TCT1 whole entry, looked up): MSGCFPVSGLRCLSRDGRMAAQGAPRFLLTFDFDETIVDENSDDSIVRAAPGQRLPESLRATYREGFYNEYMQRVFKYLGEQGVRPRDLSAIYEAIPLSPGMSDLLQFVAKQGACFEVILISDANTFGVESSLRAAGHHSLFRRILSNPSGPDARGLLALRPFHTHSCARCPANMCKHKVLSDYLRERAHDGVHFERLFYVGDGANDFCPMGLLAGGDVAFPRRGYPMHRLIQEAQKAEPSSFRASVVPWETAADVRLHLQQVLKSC
GalR3 antagonist – antagonists of human GalR3; O60755; HEK293 GalR3-CNG cAMP membrane potential fluorescence; galR3 body fused to GalR1 C-terminus; inhibition, % at 3 µM; 0.44% of 360,000 active; AID 651719;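 active means inhibition above the screen-wide average plus 3 SD, cut at about 13% in these data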;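 further: forskolin and galanin both at EC90 stimulate the cells; cAMP rise reported by CNG channel membrane potential dye signal; 0% = forskolin plus galanin with DMSO and 100% = forskolin alone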
GPR7 antag – blocks human GPR7 receptor signaling; P48145; inhibition, % at 4.4 µM; AID 1861; GPR7-expressing cells, fluorescence antagonist assay; 1.1% of 290,000 active; in the data active means inhibition above about 16%, passing the limit was not always enough;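 further: cells stimulated with the agonist NPW; 0% = agonist with vehicle and 100% = vehicle without agonist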
Target sequence (P48145 whole entry, looked up): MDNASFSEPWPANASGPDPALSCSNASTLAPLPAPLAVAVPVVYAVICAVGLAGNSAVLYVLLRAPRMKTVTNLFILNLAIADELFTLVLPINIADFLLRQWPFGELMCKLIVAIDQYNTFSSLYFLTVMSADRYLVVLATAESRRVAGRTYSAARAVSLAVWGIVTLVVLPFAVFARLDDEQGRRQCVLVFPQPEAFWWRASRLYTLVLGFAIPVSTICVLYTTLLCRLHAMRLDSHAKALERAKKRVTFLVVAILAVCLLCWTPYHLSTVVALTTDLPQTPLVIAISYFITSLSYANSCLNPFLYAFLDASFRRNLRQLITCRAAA
The depositor's hits bear a star; x = no result given; & = joins results of further samples; [ ] = remark or other dose.

SMILES	MEKK2 mut-MEK5	V1aR counter	OXTR agonist	MEKK2 WT-MEK5	NALP1 inh	MEKK3 PB1 HTS	PHOSPHO1 block	GalR3 antagonist	GPR7 antag
CCCOC(=O)CCCCCCCCC(O)CN1CCCCC1 (configuration not stated)	0	0.5	2.0	101	-4	107	4	0	-6
COc1cc(OC)c(C(=O)CCC(=O)O)cc1OC	-2	0.7	-0.1	94	22	94	-12	-12	-5
Cc1ccc(C)c(NC(=O)CSc2nccn2Cc2ccco2)c1	2	0.3	-1.7	103	0	97	43	-2	-9
O=C(CSc1nnc(NC(=O)c2c(F)cccc2F)s1)NCc1ccccc1	0	0.6	0.2	103	11	104	-22	-9	-6
COCCOc1cc(NC(=O)CS(=O)(=O)CC(=O)N(C)C)c(Cl)cc1Cl	1	-0.2	0.2	95	0	96	28	-3	-16
CCOC(=O)N1CCN(C(=O)CN(C2CCCCC2)S(=O)(=O)c2ccc(C)cc2)CC1	1	-0.9	-2.0	100	-8	97	-14	-4	-3
CCOC(=O)N1CCN(C(=O)C2CCN(C(=O)c3cc4sccc4n3CC)CC2)CC1	5	6.3	6.0	106	20	105	-12	x	1
CCS(=O)(=O)N1Cc2ccccc2CC1C(=O)N(C)Cc1ccc(OC)cc1OC (configuration not stated)	-7	1.4	-0.7	95	13	95	14	-7	3
O=C1C(SC(F)(F)C(F)F)=C(C(F)(F)F)OC2C3C=CC(C3)C12 (configuration not stated)	0	0.9	1.7	102	2	102	-5	-3	-2
CC1(C)Cc2c(sc3nc(C4CCCCC4)n(N)c(=O)c23)CO1	-11	0.7	-0.1	92	-3	96	43	3	-12
CCC1(c2ccc(F)cc2)NC(=O)NC1=O (configuration not stated)	-2	-0.4	0.1	99	8	97	27	2	3
Cc1c(Nc2nc3ccccc3nc2N2CCN(c3ccccc3)CC2)c(=O)n(-c2ccccc2)n1C	-1	-0.2	-2.5	96	21	105	-38	-4	-4
CCOC(=O)C1(Cc2cccc(OC)c2)CCN(CC=C(C)C)CC1	-7	0.0	0.9	92	-1	101	-9	-7	1
CCN=c1scc(-c2ccco2)n1/N=C/c1ccc(OC)c(O)c1	-10	-0.7	-0.9	90	19	88	-7	-5	-6
Cc1cc(Cl)ccc1NNC(N)=S	7	-1.2	-0.9	110	x	101	32	-6	-17
CSc1nc2c(c(=O)[nH]1)CCCC2	4	1.1	1.4	105	21	102	-7	-4	-4
CCOc1cnn(Cc2ccccc2)c(=O)c1SCc1ccccc1	-2	-1.8	-2.2	101	40	93	10	-13	-11
CN(CCC1CCOCC1)C(=O)CC1C(=O)NCCN1Cc1cccc(F)c1 (configuration not stated)	3	-0.5	-1.2	100	-5	97	38	3	-13
O=C(c1cc(Cl)ccc1F)N1CCCC(Nc2ccc3c(c2)OCCO3)C1 (configuration not stated)	8	1.7	-1.4	108	32	103	33	1	-16
CCn1c(=O)c2cc(C(=O)Nc3ccccc3OC)sc2c2ccccc21	-5	0.6	-0.2	91	x	93	13	-6	-5
CN1CCN(CC#CCC(O)(c2ccccc2)C2CCCC2)CC1 (configuration not stated)	1	0.7	1.6	99	18	90	-2	-2	-11
O=C(NN=C1c2ccccc2-c2ccccc21)c1cccc(Br)c1	8	-0.2	-0.6	94	9	96	-9	-5	7
COc1ccccc1N1C(=O)CC(Sc2ncccc2C(=O)O)C1=O (configuration not stated)	4	1.0	0.4	103	11	105	9	-2	3
O=C1CCC(C(=O)N2CCSCC2)CN1CCc1ccccc1 (configuration not stated)	-9	0.7	0.3	95	7	96	12	-5	-3
CCOc1ccc(Nc2nc(-c3cccnc3)cs2)cc1	6	-1.5	-2.0	107	3	107	x	-1	-17
COc1cccc(C(=O)NC2(C(F)(F)F)N=C3SCCN3C2=O)c1 (configuration not stated)	1	0.1	-0.2	102	6	100	-12	0	-5
CC(=O)N1CCN(c2ccccc2NC(=O)c2ccco2)CC1	7	1.2	-0.4	103	12	100	33	0	-4
CCN(CC)CCCN=Cc1c(O)n(Cc2ccccc2)c(=O)c2ccccc12	10	4.3	2.6	120	21	106	-24	-3	16
CCOc1ccccc1N1CCN(C(=O)c2cc(-c3cccnc3)nc3c(Cl)cccc23)CC1	3	0.1	-0.9	104	10	101	33	x	-20
COc1cc2ccccc2cc1C(=O)Nc1ccc(N2CCN(C)CC2)cc1	7	3.7	3.7	121	26	100	-23	-7	x

The closing four entries of the part before are carried over, then new ones follow.
SMILES	MEKK2 mut-MEK5	V1aR counter	OXTR agonist	MEKK2 WT-MEK5	NALP1 inh	MEKK3 PB1 HTS	PHOSPHO1 block	GalR3 antagonist	GPR7 antag
CC(=O)N1CCN(c2ccccc2NC(=O)c2ccco2)CC1	7	1.2	-0.4	103	12	100	33	0	-4
CCN(CC)CCCN=Cc1c(O)n(Cc2ccccc2)c(=O)c2ccccc12	10	4.3	2.6	120	21	106	-24	-3	16
CCOc1ccccc1N1CCN(C(=O)c2cc(-c3cccnc3)nc3c(Cl)cccc23)CC1	3	0.1	-0.9	104	10	101	33	x	-20
COc1cc2ccccc2cc1C(=O)Nc1ccc(N2CCN(C)CC2)cc1	7	3.7	3.7	121	26	100	-23	-7	x
O=C(N1CCOCC1)N1c2ccccc2Sc2ccccc21	4	-0.6	-1.4	100	-15	102	32	-1	-3
O=C(Nc1cccc2nsnc12)c1cccs1	1&1	-0.5&-1.1	-1.2&-2.1	100&92	9&-11	102&95	23&12	-5&-3	-13&-6
CC(C(=O)Nc1ccc(S(=O)(=O)N2CCOCC2)cc1)N1CCN(c2ccccn2)CC1 (configuration not stated)	0	1.1	0.8	104	0	110	47	-7	-4
Cn1c(N)c(C(c2ccccc2)c2c(N)n(C)c(=O)n(C)c2=O)c(=O)n(C)c1=O	-1	1.5	-2.8	95	25	99	7	-11	4
CCOc1ccc(NC(=O)CNS(=O)(=O)c2c(C)cc(C)cc2C)cc1	7	0.7	-1.6	102	4	102	6	-6	7
COc1ccc(-c2noc3c2-c2nc(-c4ccccc4C)sc2CC3)cc1	5	0.5	-0.6	97	x	98	x	-6	x
O=C1c2ccccc2C(=O)N1CCCc1nc(-c2ccccn2)no1	1	1.0	0.2	103	-9	103	0	1	-13
O=C(Cc1ccon1)c1ccc(O)cc1O	-5	x	x	97	11	97	9	-8	-4
COc1cc(NC(=O)CSc2nccc(=O)[nH]2)c(C)cc1[N+](=O)[O-]	1	0.1	-0.5	102	4	106	35	-3	-25
Cc1ccc(CNC(=O)CSc2ccc(-c3ccccn3)nn2)cc1	-1	-1.4	-2.5	108	-3	123	-32	4	-5
O=C(NCCNC(=O)C1CC2CCC1C2)C1CC2CCC1C2 (configuration not stated)	-1	0.2	0.4	88	9	83	-2	-4	-6
CN(CCOc1ccccc1)CC(=O)Nc1ccc([N+](=O)[O-])cc1Cl	-15	-0.7	-1.4	82	-9	89	9	-3	-8
Cn1c[n+](C)cc1/C=N/O	0	0.9	-0.2	101	5	102	-108	1	1
O=C(NNc1cccc(Cl)n1)c1cccnc1Cl	-1	1.1	-0.2	102	14	108	0	-4	7
CC(C)N(C(=O)CSc1nc2c([nH]1)c(=O)n(C)c(=O)n2C)c1ccccc1	-1	0.1	2.0	101	x	101	1	3	-4
CCOC(=O)c1c(S(=O)(=O)NCC(=O)NCc2cccc(C)c2)c(C)n(C)c1C	-4	-1.5	-2.1	99	6	100	7	3	-3
CCN1/C(=C/c2ccc3cc(C)ccc3[n+]2C)Sc2ccc3sccc3c21	x	x	x	x	-28	0.0*[inhibitor]	22	-2	12
Cn1cccc1/C=N/N1CCN(c2ccccn2)CC1	0	1.0	0.0	101	41	109	0	-3	-2
Cc1cc(/C=C2\NC(=S)N(C)C2=O)ccc1N1CCCC1	-12	79*	69*	82	-9	102	-80	3	-8
COc1ccc(C/C(N)=N/OC(=O)C(c2ccccc2)c2ccccc2)cc1OC	5	2.9	1.6	105	5	108	14	-7	-12
CCOC(=O)c1cnc(C(C)(C)C)[nH]c1=O	3	2.8	0.4	103	-8	103	18	3	-9
COc1cc(-c2c(-c3cccc(C)c3)oc3ccccc23)cc(OC)c1OC	-2	-0.2	-1.1	91	20	101	25	-8	11
CCN1CCC2(CC1)C(C#N)=C(N)Oc1c2sc2nc(C)cc(C)c12	-2	9.8	7.2	104	-27	102	-14	1	-6
COc1ccc(N(CC(=O)NCCOc2ccccc2)S(=O)(=O)c2ccc(C)cc2)cc1	-3	1.2	-0.6	97	-4	100	32	-4	-6
COc1ccc(Nc2nc3c(C)cccn3c(=O)c2C=O)cc1	-3	x	x	96	16	95	40	-5	-3
COc1cccc(CC(=O)N2CCCC(CO)(Cc3ccc(F)cc3F)C2)c1 (configuration not stated)	0	4.6	0.0	101	11	102	25	-12	26*
Cc1ccccc1N1CCN(C2CCCN(C(=O)CCc3c(C)noc3C)C2)CC1 (configuration not stated)	-1	5.2	0.7	102	1	102	43	0	-1
N/C(=N\OC(=O)c1ccco1)c1ccccc1	1	-0.3	-0.2	99	1	104	3	-2	-12
CN(C)C(=O)C1C2NC(=S)N(c3cccc(Cl)c3)C1(C)Oc1ccc(Cl)cc12 (configuration not stated)	-1	-0.7	3.1	97	5	101	-13	-7	1
CNC(=O)CC1C(=O)N(c2ccc(Cl)cc2)C(=S)N1NC(=O)c1cccc(F)c1 (configuration not stated)	11	1.0	1.4	113	11	110	33	-8	2
NCCCC[C@@H]1NC(=O)c2cc([N+](=O)[O-])cc(I)c2SC[C@@H](C(=O)NCC(N)=O)NC(=O)CNC1=O	2	1.1	0.1	99	22	102	1	x	2
CCOC(=O)C1=C(C)N=C2SC(CC)C(=O)N2C1c1cccc(F)c1 (configuration not stated)	13	-1.5	-2.7	101	x	100	15	-2	-18
CC1(C)Oc2ccc(C(=O)NC3CCCC3)cc2N(CC(=O)NC2CCCC2)C1=O	-2	-1.4	-1.0	96	4	99	13	6	-6
CC(C)CCN1CCN(Cc2cccc(-n3cccn3)c2)CC1CCO (configuration not stated)	-9	0.6	0.4	108	-2	102	48	8	-3
COc1ccc(OCCCC(=O)OC(C)C(=O)Nc2cccc(C(C)=O)c2)cc1 (configuration not stated)	1	9.2	3.5	95	15	94	-1	-2	16
CCOC(=O)[C@H](O)[C@@H](O)c1cccc([C@H](O)[C@@H](O)C(=O)OCC)c1	-3	0.2	-0.5	109	22	108	-36	-3	-2
O=C(O)c1ccccc1NSc1ccccc1[N+](=O)[O-]	0	0.5	0.2	97	17	102	-9	-6	-5
O=C(Nc1cccnc1)c1cccnc1Cl	1	0.1	-0.7	99	-7	104	-4	-5	-13
COc1ccc(NC(=O)c2c[nH]c(=O)n(-c3ccc(C)c(C)c3)c2=O)cc1OC	4	1.1	0.5	102	5	103	40	8	-20
Nc1ccc(Cc2ccc(N)c(O)c2)cc1O	0	x	x	103	-5	108	52	-2	-3
CCCN(Cc1ccccc1)S(=O)(=O)c1ccc(N2C(=O)CCC2=O)cc1	-4	0.7	-0.4	93	17	94	6	0	1
COc1ccc2nc(SCCOC(=O)Nc3ccc(Cl)cc3)nc(C)c2c1	4	3.8	1.3	113	34	101	-11	-1	-7
COC(=O)C1=NNC2(c3ccc(C)cc3)C(=O)N(c3cccc(C)c3C)C(=O)C12 (configuration not stated)	1	3.2	-2.4	102	20	99	1	-5	-1
O=C(NC1CCSc2ccccc21)c1cccc([N+](=O)[O-])c1 (configuration not stated)	6	0.1	-0.7	101	0	101	29	-1	5
COc1cc(C2C=C(C34CC5CC(CC(C5)C3)C4)NC(=S)N2)cc(OC)c1OC (configuration not stated)	-1	-1.6	-1.3	94	-13	98	55	2	0
